All columns: NCI-60 one-dose screen, growth in % after 48 h at 10 µM unless noted; 100 = growth as untreated, 0 = no growth, -100 = all killed.
SNB-75 = SNB-75 CNS cancer; actives 5% (n = 79,000); AID 1794750
SF-539 = SF-539 CNS cancer; actives 6.8% (n = 81,000)
HCT-15 = HCT-15 colon cancer | AID 1794746 | actives 5.2% (n = 82,000)
HCT-116 = HCT-116 colon cancer; actives 7.3% (n = 82,000)
SNB-19 = SNB-19 CNS cancer cells | actives 2.5% (n = 81,000) | AID 1794751
SF-295 = SF-295 CNS cancer cells. actives 5.6% (n = 79,000)
SW-620 = SW-620 colon cancer. actives 5.2% (n = 82,000)
HCC-2998 = HCC-2998 colon cancer; actives 4.7% (n = 79,000); AID 1794799
KM12 = KM12 colon cancer cells; AID 1794800; actives 5% (n = 82,000)
An asterisk follows results filed as active; nt = no result given; & = joins results of further samples. How the source made its calls: active means growth percent below 10; inactive means the rest. Rows are unselected. Share with any hit: about 11%.

SMILES	SNB-75	SF-539	HCT-15	HCT-116	SNB-19	SF-295	SW-620	HCC-2998	KM12
CCCCCCOc1ccccc1C(N)=O	101	121	107	92	98	89	111	100	108
CCCc1[nH]nc2c1C(c1cc3c(cc1Br)OCO3)C(C#N)=C(N)O2 (stereo not given)	78	98	94	102	98	99	112	111	96
O=C(C1CC=CCC1)N1CCCCCC1 (stereo not given)	89	102	104	103	100	125	102	96	113
c1ccc(CCc2ccncc2)cc1	85	91	96	111	94	91	121	115	111
CC1=C(O)C(=O)C=C1	nt	106	101	105	110	110	102	100	105
[O-][n+]1nc(Cl)ccc1Cl	92	100	116	102	108	96	105	98	106
Cn1c(NCCc2ccc(O)c(O)c2)nc2c1c(=O)n(Cc1ccc(Cl)c(Cl)c1)c(=O)n2C	56	76	46	65	84	97	77	91	72
Oc1c2ccccc2cc2ccccc12	85	100	101	99	98	104	96	98	98
CCCCN1C(=O)/C(=C\C(=O)c2cc3ccccc3oc2=O)c2ccccc21	62	80	2.3*	51	91	101	-48*	94	85
CC(=O)Nc1ccc2c(c1)Cc1c(F)cccc1-2	74	99	108	108	107	109	102	94	91
CCOCc1cc(=O)[nH]c(SC)n1	87	107	107	88	104	110	102	nt	106
COc1cc(OC)c(Br)c(OC)c1	109	112	119	102	111	112	102	101	109
N#Cc1c(-c2ccccc2)cc(-c2ccccc2)n(CCCCCCC(=O)O)c1=O	nt	97	91	99	96	94	103	111	99
O=c1oc2ccc(Cl)cc2c(=O)n1-c1ccc(I)cc1F	-28*	2.6*	3.6*	2.0*	19	-58*	7.2*	16	-18*
Cn1c2ccc(Cl)cc2c2nn(Cc3ccccc3)c(=O)nc21	95	103	102	113	104	105	101	115	104
COc1ccc2nc(-c3nc(-c4ccccc4F)n4ccccc34)[nH]c2c1	94	102	82	88	100	70	108	94	75
Clc1ccc(N2N=C(c3cccc(Nc4ccncc4)c3)CC2c2ccc3c(c2)OCO3)cc1 (stereo not given)	56	82	-21*	18	81	39	-79*	1.7*	2.3*
Clc1ccc(C2=CC(c3ccc(Cl)cc3)N3C=CSC3=N2)cc1 (stereo not given)	90	106	106	101	109	108	110	110	99
O=[N+]([O-])c1ccccc1N=NNc1ccccc1	93&70	99&88	62&53	91&84	97	78&114	107&103	76&68	76&50
CC12CCCC1C1CC=C3CC(O)CCC3(C)C1CC2 (stereo not given)	84	93	95	81	107	117	113	104	116
COc1ccc(NC(=O)CCn2cnc3c(cc(-c4ccccc4)n3-c3ccccc3)c2=O)cc1	-11*	47	99	91	57	81	nt	96	110
O=C(N/N=C1\c2ccccc2-c2cccc(C(=O)O)c21)c1ccc(Cl)cc1	73	96	102	97	81	97	88	109	109
CCCCCCCCCCCCCCCCCCOc1ccccc1CC(=O)OCC[N+]1(C)CCOCC1	20	72	90	66	54	87	77	72	66
CN1C/C(=C\c2cc3ccccc3[nH]c2=O)C(=O)/C(=C/c2cc3ccccc3[nH]c2=O)C1	71	nt	95	95	99	94	100	98	93
COc1cc(C2SCC(=O)N2c2ccc(C)cc2)ccc1OCC(=O)Nc1ccc(C(C)=O)cc1 (stereo not given)	99	107	101	100	96	97	112	101	101

Remaining list, next part
SMILES	SNB-75	SF-539	HCT-15	HCT-116	SNB-19	SF-295	SW-620	HCC-2998	KM12
COC(=O)c1c(C)nc(C)c2c1C(=O)C(Br)=C(NCCCCO)C2=O	98	89	50	34	75	72	68	79	62
O=C(CCCCCCN1CC(=O)N2[C@@H](c3ccc(Cl)c([N+](=O)[O-])c3)c3[nH]c4ccccc4c3C[C@H]2C1=O)NO	70	80	115	75	88	103	82	99	96
FC(F)(F)c1cc2n(n1)-c1ncccc1Oc1ccccc1-2	84	97	96	96	98	107	99	97	91
CCCC(=O)Nc1cc(C)c(NC(=O)CN(CC)CC)c(C)c1	85	95	96	111	97	101	99	106	96
CCN1C(=O)N(CC)C2Nn3c(s/c(=C\c4c[nH]c5ccccc45)c3=O)=NC21 (stereo not given)	56	85	99	90	88	102	94	101	98
NCC(c1ccccc1)c1ccccc1	96	97	102	102	103	90	98	105	110
CC(=O)O[C@]1(C)CC[C@H]2[C@H](CNCCc3ccc(Cl)cc3)C(=O)O[C@@H]2C2=C(C)C(=O)C[C@H]21	64	106	88	84	79	105	82	95	nt
CC1(C)C(OS(C)(=O)=O)C(C)(C)C1OS(C)(=O)=O (stereo not given)	104	102	105	98	nt	97	107	110	110
Nc1ncc(-c2ccc3ncnc(Nc4ccc(F)c(Cl)c4)c3c2)cn1	-13*	55	46	21	91	16	66	84	66
COC(=O)CSC1=C(C)C(=O)C(OC)=C(OC)C1=O	67	98	86	30	90	106	85	120	93
O=c1ncn(C2CCCCC2)c(=O)[nH]1	95	102	111	103	108	107	111	104	118
Cc1cc[n+](CC[n+]2ccc(C)cc2)cc1	105	108	103	89	94	105	95	97	105
COc1ccc2c(Nc3ccc(NS(C)(=O)=O)cc3)c3ccccc3nc2c1	-16*	-0.5*	1.8*	2.2*	13	-28*	-31*	-61*	-13*
Cc1ccccc1COc1ccc(-c2ccnn2-c2ccc(Cl)cc2)cc1	61	72	40	38	62	53	30	89	51
CS(=O)(=O)OC1CCCC(OS(C)(=O)=O)C1 (stereo not given)	94	98	94	99	100	94	102	104	100
O=[N+]([O-])C1C(c2ccccc2)C12c1ccccc1-c1ccccc12 (stereo not given)	29	-12*	17	-19*	43	-23*	3.1*	-19*	1.1*
CC1(C)CC[C@]2(C(=O)N3CCOCC3)CC[C@]3(C)C(=CC[C@@H]4[C@@]5(C)CC[C@H](NCO)C(C)(C)[C@@H]5CC[C@]43C)[C@H]2C1	-93*	-97*	-83*	-89*	-96*	-87*	-89*	-78*	-91*
CC1(C)CC(=O)C2=C(C1)OC(C(=O)c1ccc(N=[N+]=[N-])cc1)C2c1cccc(Oc2ccccc2)c1 (stereo not given)	112	105	104	106	104	106	106	114	105
CC1(C)CC[C@]2(CO)CC[C@]3(C)[C@H](CC[C@@H]4[C@@]5(C)CCCNC(C)(C)[C@@H]5CC[C@]43C)[C@H]2[C@H]1O	80	75	34	50	98	105	54	38	78
CCOC(=O)c1c(C)oc2ncnc(Nc3ccc(NC(=O)Nc4cccc(Cl)c4)cc3)c12	71	17	59	51	85	80	89	105	61
CSc1nc(SCc2ccccc2)[nH]c(=O)n1	92	107	108	118	102	nt	114	113	103
COc1cccc(CNc2ncnc3sc(-c4ccc(NC(C)=O)cc4)cc23)c1	94	90	100	99	82	92	101	98	105
CCCCCCCCCCOc1ccc(/C=C/C(=O)c2ccc(OC)cc2)cc1	83	95	95	90	109	101	89	96	106
COc1cc2cc(Oc3ccc(NC(=O)Nc4ccc(Cl)c(Cl)c4)cc3)c(C)nc2cc1OCCN1CCCCC1	97	87	72	91	99	99	14	104	63
Nc1ccc(CCCCc2ccccc2)c(Cl)c1	75	91	89	93	95	104	92	113	101

Continuation.
SMILES	SNB-75	SF-539	HCT-15	HCT-116	SNB-19	SF-295	SW-620	HCC-2998	KM12
COc1ccc(/C=N/NC(=O)c2ccc(-n3cc(-c4ccccc4)nn3)cc2)cc1OC	94	102	98	93	107	98	116	113	104
FC(F)(F)c1cccc(N2NC(=S)N3C=CC=CC32)c1 (stereo not given)	100	nt	101	98	106	113	105	nt	111
COc1ccc(NC(=O)CSc2nnc(-c3cc(-c4ccc(S(C)(=O)=O)cc4)nc4ccccc34)n2-c2ccccc2)cc1	88	92	93	92	92	98	106	104	102
C/C(=C(/c1ccccc1)c1ccc(N2C(=O)c3cccc4c(N5CCN(C)CC5)ccc(c34)C2=O)cc1)c1ccccc1	98	72	57	49	89	83	80	100	80
O=c1nc(-c2ccccc2)cc(-c2cc3ccccc3nc2Cl)[nH]1	27	-47*	-64*	-92*	13	42	-64*	45	-15*
NC(=O)NNC(=O)c1ccccc1	86	107	98	100	111	106	108	107	103
CC(=O)c1cc(C(=O)N2c3ccccc3Sc3ccccc32)n2ccc3ccccc3c12	35	30	29	24	49	19	26	75	32
COC(=O)c1cccc([N+](=O)[O-])c1C(=O)OC	85	98	106	115	106	99	98	106	113
Cc1ccc(/C(=N\N=C(N)N)C2CC2)c(C)c1	92	91	101	81	103	95	103	66	103
C[n+]1ccc(Nc2ccc(NC(=O)c3ccc(C(=O)Nc4ccc(Nc5cc[n+](C)cc5)cc4)cc3)cc2)cc1	89	91	87	81	100	83	93	107	98
Fc1ccc(CSc2ncnc3nc[nH]c23)cc1	106	93	103	98	95	92	106	112	103
Oc1ccc(Cl)cc1CNc1nc2ccccc2[nH]1	71	-51*	16	12	111	nt	-49*	59	13
NC(=O)CCn1ccc2ccccc21	84	91	97	101	108	107	102	95	105
COc1ccc(-c2nn(-c3ccc(NC(=O)c4ccc(Cl)c(Cl)c4)cc3)cc2-c2ccncc2)cc1Cl	59	26	-1.7*	23	57	-31*	32	nt	5.2*
C=CCN(CC=C)CCO	90	96	101	93	98	96	107	103	100
CC1(C)CC(=O)C2=C(C1)Nn1c(nc(-c3ccccc3)cc1=O)N=C2c1ccc(Cl)cc1	92	93	119	97	94	102	118	95	114
Nc1ncc(-c2cnn(C3CCNCC3)c2)cc1-c1nc2ccccc2o1	13	-34*	12	-3.0*	36	95	-60*	14	-81*
C=CCSc1nnc(-c2c(C)nc3sccn23)o1	69	90	93	94	83	89	97	110	101
COc1ccc(/C=C/c2c(C(=O)c3ccccc3)c(C)nc3ccccc23)cc1	82	94	80	64	79	79	88	83	76
CS(=O)(=O)c1ccc2c(c1)c1c(n2C(=O)c2ccc(Cl)cc2)CCCC1=O	96	91	98	98	94	100	100	112	101

Assay outcomes deposited in PubChem BioAssay by NCI.
